Screening results as filed in PubChem.
NCI-60 one-dose screen, 48 h, at 10 µM unless noted. Numbers give growth in % (100 = growth as untreated, 0 = no growth, -100 = all killed).
NCI-H460: NCI-H460 lung cancer. hit rate 6.8% among 82,000. AID 1794736
NCI-H522: NCI-H522 lung cancer; hit rate 8% among 78,000; AID 1794739
UO-31: UO-31 renal cancer; hit rate 5.2% among 81,000; AID 1794768
786-0: 786-0 renal cancer cells; hit rate 5.1% among 81,000
RXF 393: RXF 393 renal cancer cells. hit rate 6.9% among 77,000
NCI-H322M: NCI-H322M lung cancer; hit rate 2.7% among 80,000; AID 1794733
CAKI-1: CAKI-1 renal cancer | hit rate 4.7% among 75,000 | AID 1794772
ACHN: ACHN renal cancer. hit rate 4.9% among 81,000
TK-10: TK-10 renal cancer cells; AID 1794769; hit rate 3.9% among 81,000
An asterisk follows results filed as active; · = not tested or not shown; ! = not confirmed by another sample. The calls were made as follows: active = growth percent below 10; inactive = the rest.

SMILES	NCI-H460	NCI-H522	UO-31	786-0	RXF 393	NCI-H322M	CAKI-1	ACHN	TK-10
O=c1ccn(Cc2ccccc2)c(SCc2ccccc2)n1	112	96	85	102	122	94	115	91	102
CCN(CC)CCCC(CNc1ccnc2cc(Cl)ccc12)c1ccc(Cl)cc1 (stereo not drawn)	-64*!	-60*	-66*	-97*	-65*!	-33*!	-64*	2.1*	-77*!
ClCCn1c[n+](CCCl)c2ccccc21	104	97	94	·	103	115	102	105	100
COC(=O)c1c2c(c(C)[n+]([O-])c1C)C(=O)C(NCc1ccccc1)=CC2=O	11	29	42	60	3.0*	7.2*	22	35	113
O=C1/C(=C\c2cn(-c3ccccc3)nc2-c2ccc(-c3cccs3)cc2)CCc2ccccc21	47	25	54	73	58	98	41	80	101
CCN(CC)C(=O)c1ccccc1C(=O)N(CC)CC	105	95	81	97	107	83	93	100	97
CN(C)C(=S)Oc1ccccc1C1(C)OCCO1	115	96	86	105	102	111	95	102	97
CCCCOC(C)OCc1ccc2c(c1)OCO2 (stereo not drawn)	103	75	96	100	·	98	99	97	99
COc1cc(O)c(C(C)=O)c(OC)c1O	101	103	79	105	105	·	·	99	106
C=CCOC1=C2CC[C@H](O)[C@@]2(C)CCC1=O	101	99	85	107	93	95	99	106	100
CCCCCCCCCCCCCCCCCCOc1cccc(CC(=O)OCC[N+]2(C)CCCC2)c1	96	63	95	88	34	101	71	98	84
NC(=O)c1ccco1	105	84	85	99	94	98	91	103	90
COc1ccc(C2=CN3CC=CCC3CC2=O)cc1 (stereo not drawn)	108	67	96	101	100	113	100	115	103
CC(C)NCC(O)COc1ccc(CCOCC2CC2)cc1 (stereo not drawn)	108	118	77	100	97	106	99	109	111
CS(=O)(=O)c1ccc(-c2nn(-c3ccccc3)cc2/C=C/C(=O)c2ccc(O)cc2)cc1	116	79	95	80	·	102	88	106	100
CCCc1ccc(-c2ccc(=O)n(-c3ccc(S(N)(=O)=O)cc3)n2)cc1	101	·	90	101	107	94	91	93	124
C[C@H]1[C@H](C)CC[C@]2(C(=O)N3CCOCC3)CC[C@]3(C)C(=CC[C@@H]4[C@@]5(C)C/C(=C/c6cccnc6)C(=O)C(C)(C)[C@@H]5CC[C@]43C)[C@H]12	44	55	60	82	80	94	61	74	91
CCOC(=O)C1C(C(=O)OCC)C2C(=O)C3C(C(=O)OCC)C(C(=O)OCC)C3C(=O)C12 (stereo not drawn)	103	104	95	103	112	·	101	99	112
CC1=CC(=O)OC1C/C=C(\C)CCC1[C@@]2(C)CCC[C@@](C)(C(=O)O)C2CC[C@@]1(C)O (stereo partly drawn)	9.3*	59	32	55	49	55	33	26	54
CN(C)c1nc(NCCNS(=O)(=O)c2ccc(C3=Nc4c(N)nc(N)nc4NC(c4ccccc4)C3)cc2)nc(N2CCOCC2)n1 (stereo not drawn)	101	87	84	77	72	93	71	96	102
COc1ccc(-c2cc(C#N)c(/N=C\NNC(=O)c3ccccc3)o2)cc1	101	100	92	94	82	103	84	105	126
COc1c(Cl)cc(Cl)c2ccc(C=C3C(=O)N(C)C(=O)N(C)C3=O)nc12	97	92	96	54	·	106	95	106	102
CCN(CC)c1cc2oc3cc(N)cc(=N)c-3nc2cc1C	75	43	68	63	86	92	42	18	13
CCS(=O)(=O)c1cc(=O)[nH]c(=O)[nH]1	106	·	90	100	·	87	88	97	102
Cc1ccc2[nH]c(O)c(N=Nc3nc(-c4ccc(F)cc4)c(C#N)c(=O)[nH]3)c2c1	104	85	78	98	106	98	92	100	96
O=C1C2CC=CCC2C(=O)N1c1nccs1 (stereo not drawn)	112	98	90	112	115	104	100	107	112
CC1=NN(c2ccccc2Cl)C(=O)/C1=C\c1cn(S(=O)(=O)c2ccc(C)cc2)c2ccccc12	119	107	78	95	137	105	88	98	167
Cc1ccc(NS(=O)(=O)c2ccc(-c3cnc(C4CC4)o3)cc2)cc1C(F)(F)F	56	40	58	86	69	89	43	76	94
Cc1ccc(NC2=C(Cl)C(=O)c3nc(C)ccc3C2=O)cc1	9.0*	-26*	-81*	22	-57*	56	-72*	-98*	130
C#CCOC(=O)C1(C)CCC[C@]2(C)[C@H]3C[C@H]4C(C(C)C)=C[C@]3(CC[C@@H]12)c1c4c(O)cc2c(C(=O)OCC)c(C)[nH]c12 (stereo partly drawn)	108	95	87	101	89	106	71	100	115
O=[N+]([O-])c1ccc(/C=N\O)cc1	110	98	93	103	112	114	97	98	110
CCC1CCc2nc3sc(C(=O)Nc4ccccc4C)c(N)c3cc2C1 (stereo not drawn)	31	29	38	51	26	57	29	47	60
COc1cc([C@H]2c3c(O)c(O)c4oc5ccccc5c(=O)c4c3[C@]3(OC)C=C(C)CC(C)(C)[C@H]23)c2c(=O)c3ccccc3oc2c1O	31	64	58	80	71	72	63	53	95
CCN1C(=S)N(CC)C2C1NC(=S)N2/N=C/C=C/c1ccccc1OC (stereo not drawn)	6.8*	-11*	43	36	20	45	34	34	71
O=S(=O)(c1ccccc1)N(Cc1ccccc1)c1ccccc1	97	89	70	96	69	92	86	98	111
Cc1ccc(S(=O)(=O)N(c2cc(C(C)(C)C)nn2C)S(=O)(=O)c2ccc(C)cc2)cc1	94	85	65	87	91	92	73	93	108
CC(C)CC(NC(=O)OCc1ccccc1)C(=O)NCC(=O)NCC(=O)OCc1ccccc1 (stereo not drawn)	105	·	81	98	111	93	98	105	97
CCOC(=O)Nc1cccc2c1-c1ccc([N+](=O)[O-])cc1C2=O	105	105	83	105	106	·	·	103	101
O=C1c2cccnc2C(=O)c2c1c(C(=O)NCCCN1CCCCC1)c1ccccn21	-70*	-51*	-34*	6.0*	-40*	-36*	-15*	-45*	-1.1*
C#CCOc1ccc(/C=N/Nc2nc(-c3cc4c(C(C)(C)C)cc(C(C)(C)C)cc4oc3=O)cs2)cc1OC	106	71	89	87	97	92	60	87	94
NC(=O)N1CCN(CCCN2c3ccccc3Sc3cc(Cl)ccc32)CC1	98	85	72	95	82	84	60	90	89
COc1cccc(/C=C/C(=O)c2c(C)nc3ccccc3c2/C=C/c2ccc(C)cc2)c1OC	26	51	54	74	54	82	57	53	118
Cc1ccc(-c2cnc3sc4ccccc4n23)cc1	97	78	55	115	103	95	75	87	172
c1ccc(-c2nc(-c3nc4ccccc4s3)[nH]c2-c2ccccc2)cc1	24	70	35	82	120	73	39	40	99
Nn1c2ccccc2c2ccccc21	103	·	87	100	106	99	90	107	108
O=C(NCn1c(=O)[nH]c2ccccc2c1=O)Nc1nc2ccccc2s1	53	48	46	93	91	70	52	75	117
COc1cc(-c2ccc3c(=O)n(C)c(=O)n(C)c3n2)cc(OC)c1OC	102	101	80	98	126	102	89	94	122
CCC(=O)Oc1ccc(/C(=C(/C)Cc2cccc(OC)c2)c2ccc(OCCN3CCOCC3)cc2)cc1	104	92	89	104	101	106	97	103	98
COc1ccc(-n2c(SCc3cc(OC)c(OC)c(OC)c3)nc3ccc(Cl)cc3c2=O)cc1	90	83	48	94	74	91	67	84	111
O=C1OC(=O)c2cc([N+](=O)[O-])ccc21	106	88	90	103	115	99	95	105	88
Cc1ccc(NC(=O)N2CCN(C(c3ccc(F)cc3)c3ccc(F)cc3)CC2)cc1	68	75	52	94	·	79	68	73	100
CC(CN(C)C)OC(=O)Nc1ccc(Cl)cc1 (stereo not drawn)	105	68	87	88	108	96	·	·	93
Cc1cc(N)c(S(=O)(=O)O)cc1Cl	104	89	90	98	118	109	·	103	100
O=C(O)C1CCCCN1c1nc(Cl)nc(Cl)n1 (stereo not drawn)	105	93	98	105	113	106	·	113	103
Nc1c(N)c(Cl)c(Cl)c(Cl)c1Cl	93	56	58	116	108	101	104	88	89
CCNC(=O)Oc1ccc(/C(=C(/C)c2ccccc2)c2ccc(OCCN(C)C)cc2)cc1	85	98	59	83	76	101	66	89	97
NC1=NN(c2nc3ccccc3[nH]c2=O)C(=O)C1	112	96	80	103	108	106	95	103	114
Cc1ccc(-c2nc(P(=O)(O)O)c(S(=O)(=O)c3ccc(C)cc3)o2)cc1	133	100	92	105	122	107	97	109	95
N#C/C(=C\c1ccncc1)c1ccccc1	99	·	·	116	·	77	72	92	88
O=C(N/N=C\c1ccccc1S(=O)(=O)O)N/N=C/c1ccccc1S(=O)(=O)O	99	98	92	95	112	99	89	99	100

(cont.)
SMILES	NCI-H460	NCI-H522	UO-31	786-0	RXF 393	NCI-H322M	CAKI-1	ACHN	TK-10
COc1cccc2c1CCC1C2=NN(C(C)=O)C1c1cc(OC)c(OC)c(OC)c1 (stereo not drawn)	105	29	80	91	93	86	86	95	89
O=C1OC(c2ccccc2)=N/C1=C\c1ccc(/C=C2\N=C(c3ccccc3)OC2=O)cc1	112	97	88	105	121	104	92	104	103
Cc1ccccc1-n1nnc(C(=O)Nc2ccc3cc(CN(C)C)ccc3n2)c1C	96	99	85	82	90	97	103	101	112
CNC1(S(=O)(=O)O)C(=O)Nc2ccccc21 (stereo not drawn)	108	94	76	101	104	95	89	95	157
N/C(=N\C(N)=N\c1nc2ccccc2s1)c1cccc(Br)c1	76	80	25	98	96	81	69	85	157
O=C(NO)c1ccccc1F	98	87	97	102	98	·	94	98	116
CCCCCCCCCCCCCCCCNC(=O)C(C)O (stereo not drawn)	110	80	70	101	117	100	91	99	93
Cc1nc2ccccc2c(C(=O)O)c1O	110	104	91	103	107	117	·	98	113
O=C(Nc1c(Cl)cccc1Cl)OCCOc1ccc(Cl)cc1Cl	92	64	49	93	82	104	48	83	88
COc1cc(-c2noc(C[C@H](CC(C)C)NC(=O)OCc3ccccc3)n2)cc(OC)c1OC	100	82	74	87	102	96	83	94	100
O=C(O)c1ccc(-n2cc(CNc3cccc(F)c3)c(-c3ccccc3)n2)cc1	98	75	89	106	111	104	94	95	105
O=C(CCn1c[n+](CC(=O)c2ccc(C(F)(F)F)cc2)c2ccccc21)Nc1cccc2cccnc12	100	83	82	99	99	89	98	99	110
c1cc(CCc2ccncc2)ccn1	108	97	91	93	91	110	103	101	120
COc1cccc(-c2nn(-c3ccccc3)cc2-c2ccnc(NCCN)c2)c1	97	85	66	86	93	94	85	95	98
CCCCN(CCCC)C(=N)c1ccc(OC)c(OC)c1	92	79	84	91	102	87	90	95	87
COc1ccc(/C=C2\C(=O)N(C(=O)c3csc(NC(C)=O)n3)N=C2C)cc1OC	108	86	85	103	·	95	99	117	97
CCOc1c(C#N)c(Nc2ccc(S(N)(=O)=O)cc2)c(C#N)c2nnc(C)n12	111	95	78	110	132	100	89	90	125
O=C1CNc2cccc3cccc(c23)NC1	108	97	75	105	112	146	94	98	152
Nc1nc2ncc(=O)[nH]c2c(=O)[nH]1	110	88	77	92	109	92	96	112	103
CC(NC(=O)C1CCCN1C(=O)OC(C)(C)C)C(=O)OCc1ccccc1 (stereo not drawn)	106	·	94	99	94	108	103	97	108
O=C(Nc1ncc(Cc2ccccc2)s1)c1cc(-c2ccccc2)nc2ccccc12	101	88	79	105	91	99	94	99	98
CCCCCCCCCCSC#N	102	100	100	99	93	104	95	108	107
CC(C)(C)OC(=O)N1C/C(=C\c2ccc(F)cc2)C(=O)/C(=C/c2ccc(F)cc2)C1	1.2*	-89*	-73*	-75*	-88*	30	-37*	-100*	10
Nc1cc2cc(Br)ccc2c(=O)n1NC(=O)c1ccc(Br)cc1	114	100	75	112	112	95	89	106	110
CCOC(=O)c1c(-c2ccccc2)c(C#N)c2c(C#N)c(N)nn2c1N	90	58	84	88	87	89	66	82	77
O=C1CS(=O)(=O)N(Cc2ccccc2)Cc2ccccc21	106	82	73	107	108	97	92	102	107
COc1ccc(C2=NN(C(C)=O)C(c3cc(-c4cc5ccccc5o4)n(-c4ccccc4)n3)C2)cc1OC (stereo not drawn)	101	98	89	96	109	98	86	103	101

Part of the list above in order of number of heavy atoms, highest first:
SMILES	NCI-H460	NCI-H522	UO-31	786-0	RXF 393	NCI-H322M	CAKI-1	ACHN	TK-10
COc1ccc(C2=NN(C(C)=O)C(c3cc(-c4cc5ccccc5o4)n(-c4ccccc4)n3)C2)cc1OC (stereo not drawn)	101	98	89	96	109	98	86	103	101
O=C(CCn1c[n+](CC(=O)c2ccc(C(F)(F)F)cc2)c2ccccc21)Nc1cccc2cccnc12	100	83	82	99	99	89	98	99	110
COc1cc(-c2noc(C[C@H](CC(C)C)NC(=O)OCc3ccccc3)n2)cc(OC)c1OC	100	82	74	87	102	96	83	94	100
O=C(Nc1ncc(Cc2ccccc2)s1)c1cc(-c2ccccc2)nc2ccccc12	101	88	79	105	91	99	94	99	98
CC(C)(C)OC(=O)N1C/C(=C\c2ccc(F)cc2)C(=O)/C(=C/c2ccc(F)cc2)C1	1.2*	-89*	-73*	-75*	-88*	30	-37*	-100*	10
O=C(O)c1ccc(-n2cc(CNc3cccc(F)c3)c(-c3ccccc3)n2)cc1	98	75	89	106	111	104	94	95	105
CCOc1c(C#N)c(Nc2ccc(S(N)(=O)=O)cc2)c(C#N)c2nnc(C)n12	111	95	78	110	132	100	89	90	125
CC(NC(=O)C1CCCN1C(=O)OC(C)(C)C)C(=O)OCc1ccccc1 (stereo not drawn)	106	·	94	99	94	108	103	97	108
CCOC(=O)c1c(-c2ccccc2)c(C#N)c2c(C#N)c(N)nn2c1N	90	58	84	88	87	89	66	82	77
Nc1cc2cc(Br)ccc2c(=O)n1NC(=O)c1ccc(Br)cc1	114	100	75	112	112	95	89	106	110
CCCCN(CCCC)C(=N)c1ccc(OC)c(OC)c1	92	79	84	91	102	87	90	95	87
O=C1CNc2cccc3cccc(c23)NC1	108	97	75	105	112	146	94	98	152
c1cc(CCc2ccncc2)ccn1	108	97	91	93	91	110	103	101	120
Nc1nc2ncc(=O)[nH]c2c(=O)[nH]1	110	88	77	92	109	92	96	112	103
